Screening data from PubChem BioAssay.
XiGFP reactiv: X-chromosome reactivation activator. 360,000 compounds, 0.055% hits. XiGFP mouse fibroblasts, % GFP-positive cells imaging, 3 d; cells co-treated with 5-aza-dC sensitizer; scaled so ellipticine positive control = 100%. activation, % at 7.58 µM;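 active = mean normalized replicate activation at least 10% and every replicate at or above 10%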;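 also: 0% = median of on-plate neutral control wells and 100% = ellipticine 6 µM median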
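System: SV40-immortalized XiGFP fibroblast cells, line 68-5-11 / Incubation: 3-day compound exposure, then 15 min fixation at room temperature / Compound: single concentration per compound, delivered by pin transfer / Buffer or medium: DMEM plus 5-aza-dC sensitizer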
esBAF inh: SWI/SNF esBAF complex inhibition. reporter increase, % at 12.5 µM. 350,000 compounds, 2% hits. mouse ES cells, Bmi1-luciferase knock-in reporter, 24 h; 100% = twice the neutral-well signal; in the data active = activation above about 40%;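 also: 0% = median of the plate's neutral control wells and 100% = double that signal; a rise in the Bmi1 reporter signal indicates esBAF inhibition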
EWS-Fli inh: inhibitors of EWS/Fli oncoprotein transcriptional activity; 350,000 compounds, 0.67% hits; inhibition, % at 12.6 µM; A673 NR0B1-luciferase reporter, viability-normalised;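 active = mean inhibition of at least 50% after viability correction, with every replicate also passing that limit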;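 also: firefly luciferase signal divided by Alamar Blue viability fluorescence both relative to DMSO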
S100A4 inh HTS: S100A4-myosin IIA interaction inhibition; S100A4/TAMRA-MyoIIA peptide fluorescence polarization; inhibition, % at 10.7 µM; P26447; 360,000 compounds, 0.14% hits;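 active = mean inhibition of at least 70% across replicates, with every replicate also reaching that level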
Target sequence (P26447 whole entry, looked up): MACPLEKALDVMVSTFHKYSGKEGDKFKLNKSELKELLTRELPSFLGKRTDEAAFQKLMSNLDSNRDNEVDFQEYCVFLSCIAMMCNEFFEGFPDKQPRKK
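Material: human S100A4 monomer with TAMRA-labelled myosin IIA peptide; buffer or medium: HEPES pH 7.2 with CaCl2, KCl, NaCl, DTT, Triton; compound dosing: one concentration per compound; schedule: 5 min incubation before reading; benchmarks: neutral control DMSO, positive control TFP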
RAD52 anneal inh: RAD52 (human) annealing inhibition; recombinant RAD52 DNA annealing, FRET fluorescence; inhibition, % at 18.7 µM; 360,000 compounds, 0.46% hits; AID 651710;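 active = every replicate showing at least 50% inhibition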
Target sequence (P43351 whole entry, looked up): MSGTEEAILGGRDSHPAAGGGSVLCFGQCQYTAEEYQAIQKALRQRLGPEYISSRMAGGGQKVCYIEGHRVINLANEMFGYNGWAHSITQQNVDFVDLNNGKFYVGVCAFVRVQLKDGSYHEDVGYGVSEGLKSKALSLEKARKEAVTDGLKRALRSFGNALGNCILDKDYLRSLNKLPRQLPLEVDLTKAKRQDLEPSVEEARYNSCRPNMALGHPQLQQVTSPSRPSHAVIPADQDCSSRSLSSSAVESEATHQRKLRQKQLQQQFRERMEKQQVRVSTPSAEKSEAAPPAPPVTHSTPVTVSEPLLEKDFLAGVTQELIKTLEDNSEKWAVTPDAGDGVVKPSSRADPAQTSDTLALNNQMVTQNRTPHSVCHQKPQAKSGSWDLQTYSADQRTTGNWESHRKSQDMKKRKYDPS
E-sel inducer: induces E-selectin expression in human endothelial cells; P16581; HUVEC E-selectin immunofluorescence imaging; normalized: neutral wells 0, TNF-alpha wells 100; activation, % at 7.58 µM; 260,000 compounds, 0.37% hits;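 active = mean E-selectin-positive cell signal at least 10% of the positive control, reached in at least 60% of replicates, without over 20% cell loss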;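 also: in these data hits start at about 27%; measured in HUVEC primary endothelial cells; signal is the percent of cells scored E-selectin positive by PE staining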
Target sequence (P16581 whole entry, looked up): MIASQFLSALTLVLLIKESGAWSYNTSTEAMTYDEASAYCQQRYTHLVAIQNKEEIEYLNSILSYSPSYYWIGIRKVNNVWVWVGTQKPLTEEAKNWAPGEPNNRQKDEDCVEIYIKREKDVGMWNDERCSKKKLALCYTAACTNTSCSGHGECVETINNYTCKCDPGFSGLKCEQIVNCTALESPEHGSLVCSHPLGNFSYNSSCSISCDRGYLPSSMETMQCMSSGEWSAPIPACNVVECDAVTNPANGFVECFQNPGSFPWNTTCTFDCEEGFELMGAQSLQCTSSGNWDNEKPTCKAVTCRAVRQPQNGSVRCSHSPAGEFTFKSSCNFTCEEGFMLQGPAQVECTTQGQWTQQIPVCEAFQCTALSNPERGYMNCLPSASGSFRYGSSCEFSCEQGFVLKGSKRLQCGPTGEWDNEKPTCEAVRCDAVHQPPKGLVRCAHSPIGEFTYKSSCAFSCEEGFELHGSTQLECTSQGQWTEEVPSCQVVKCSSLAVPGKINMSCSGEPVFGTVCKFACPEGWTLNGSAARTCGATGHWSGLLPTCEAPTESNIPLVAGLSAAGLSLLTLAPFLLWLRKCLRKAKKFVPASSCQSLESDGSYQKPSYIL
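Read-out basis: % PE-positive cells; Test system: HUVEC primary endothelial cells; Technique: immunofluorescence imaging; Dosing: single-point compound dose.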
FN deposition inh: fibronectin deposition inhibition. inhibition, % at 12.6 µM. 350,000 compounds, 0.086% hits. AH1F fibroblasts, Alexa488-fibronectin deposition fluorescence, overnight;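 active = mean inhibition across replicates of 30% or more, regardless of how many single replicates reach that level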;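 also: positive control wells lacked labelled fibronectin entirely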
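Material – AH1F fibroblast monolayer, labelled fibronectin deposition · Reagent – labelled fibronectin 24 nM · Timing – 1 h adhesion, overnight exposure · Measured by – fluorescence at 485 nm excitation, 525 nm emission · Read-out – inhibition of fibronectin deposition signal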
RAD54 branch: blocks human RAD54 Holliday junction branch migration; 360,000 compounds, 0.14% hits; Q92698; inhibition, % at 10.4 µM; FAM/BHQ fluorescence;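 active = mean normalized replicate activity at least 40 and at least half of replicates scoring 40 or more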;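 also: 0% = median of neutral control wells and 100% = median of positive control wells; inhibitors cause a drop in the FAM fluorescence signal; in these data hits start at about 50%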
* marks the source's active call; other numbers are inactive results; . = no result given.

SMILES	XiGFP reactiv	esBAF inh	EWS-Fli inh	S100A4 inh HTS	RAD52 anneal inh	E-sel inducer	FN deposition inh	RAD54 branch
COc1ccccc1-n1c(CNC(=O)c2cccc([N+](=O)[O-])c2C)n[nH]c1=S	0.1	-1	-3	-2	-13	.	4	1
Clc1ccc(-c2nc(-c3cnccn3)no2)cc1	0.2	.	-21	0	-13	0.0	-5	-10
Cc1ccc(S(=O)(=O)N2CCSC2)cc1C	.	-6	6	2	-10	.	.	-2
CC(C)NC(=O)N(C)C[C@@H]1Oc2ccc(N(C)C)cc2CC(=O)N([C@H](C)CO)C[C@H]1C	0.3	4	.	4	7	.	.	2
Cc1cccc(C)c1NC(=S)Nc1ccc(Cl)c(Cl)c1	0.0	-8	-2	4	-10	.	-9	-9
Cc1cc(C)c(NC(=O)CN2C(=O)NC(Cc3ccccc3)C2=O)c(C)c1 (stereo unspecified)	0.1	.	0	5	-11	0.2	7	-6
Cc1cccn2c(=O)c3cc(C(=O)NCc4ccco4)c(=N)n(CCc4ccccc4)c3nc12	-0.2	-9	27	-41	-30	0.6	-1	.
Cc1ncc([N+](=O)[O-])n1CC(=O)N/N=C/c1ccc(F)cc1	0.0	-2	2	1	-2	1.0	7	7
Cc1cc(NC(=O)CSc2c3c(nc4ccccc24)CCC3)no1	0.0	6	1	-7	-12	-0.1	3	-4
COc1ccc(CN(C)C[C@H]2OCCCC[C@H](C)Oc3ccc(NC(=O)CCC(F)(F)F)cc3C(=O)N([C@@H](C)CO)C[C@H]2C)cc1	0.1	0	-2	4	4	0.2	.	-1
CC(C)(C)OC(=O)CC[C@@H](C(=O)NCCCCCCCCCCC(=O)N1CCN(C(=O)OC(C)(C)C)CC1)n1cc(CCCCCNC(=O)OC(C)(C)C)nn1	-0.2	12	-4	-6	-11	0.1	4	7
NC(=O)c1nc(-c2cccs2)nc2c1[nH]c(=O)n2-c1ccc(F)cc1	-0.1	-45	2	-1	-68	0.0	-9	6
OC[C@@H]1[C@@H](c2ccc(C#CC3CC3)cc2)[C@H]2CN(CCC(F)(F)F)CCCCN12	.	.	-7	-10	37	.	.	7
NC(c1ccccc1)c1csc(Nc2ccc(C(=O)c3ccccc3)cc2)n1 (stereo unspecified)	0.2	1	7	4	62*	0.0	-3	-12
O=C(COc1ccc(F)cc1Cl)Nc1cc(S(=O)(=O)N2CCOCC2)ccc1N1CCCCC1	0.2	5	.	-6	-123	-0.6	.	3
COCC(=O)N(C)C[C@H]1Oc2cc(C#CCN(C)C)ccc2S(=O)(=O)N([C@H](C)CO)C[C@@H]1C	0.0	1	-7	-4	-3	-0.2	-1	1
CC(=NO)C1CCC2C3CCC4=CC(=NO)CCC4(C)C3C(=O)CC12C (stereo unspecified)	-0.1	0	2	-6	25	2.9	.	-13
Cc1noc(C)c1NC(=O)Nc1ccc2c(c1)C(=O)N([C@H](C)CO)C[C@H](C)[C@H](CN(C)S(=O)(=O)c1cccs1)OCCCC[C@@H](C)O2	0.2	1	-5	-8	4	0.1	-12	-4
CCOc1ccccc1N1Cc2cc(C)c(C)cc2C1	-0.1	46*	-43	-5	0	-0.5	-4	-20
CSc1ccc(/C=C(/NC(=O)c2ccco2)C(=O)N2CCCCC2)cc1	0.2	-5	13	-28	-11	.	-19	0

An excerpt of these results, as a markdown table:
| molecule | XiGFP reactiv | esBAF inh | EWS-Fli inh | S100A4 inh HTS | RAD52 anneal inh | E-sel inducer | FN deposition inh | RAD54 branch |
| --- | --- | --- | --- | --- | --- | --- | --- | --- |
| Cc1ncc([N+](=O)[O-])n1CC(=O)N/N=C/c1ccc(F)cc1 | 0.0 | -2 | 2 | 1 | -2 | 1.0 | 7 | 7 |
| Cc1cc(NC(=O)CSc2c3c(nc4ccccc24)CCC3)no1 | 0.0 | 6 | 1 | -7 | -12 | -0.1 | 3 | -4 |

(further entries)
SMILES	XiGFP reactiv	esBAF inh	EWS-Fli inh	S100A4 inh HTS	RAD52 anneal inh	E-sel inducer	FN deposition inh	RAD54 branch
CCOC(=O)C1CCN(C(c2cccc(OC)c2)c2sc3nc(C)nn3c2O)CC1 (stereo unspecified)	-0.1	-11	5	0	-1	-0.1	-7	4
CC(C)[C@@H](C)NC(=O)N(C)C[C@@H]1OCc2ccccc2-c2c(n(C)c3ccccc23)C(=O)N([C@H](C)CO)C[C@@H]1C	0.0	5	-2	-4	16	0.1	9	3
CCC(=O)Nc1ccc2c(c1)C(=O)N(C)C[C@@H](OC)[C@H](C)CN(Cc1ccccc1OC)[C@@H](C)CO2	0.0	-1	-6	-3	1	0.1	-12	3
O=C(Nn1cnnc1)c1ccc(Cl)c(Cl)c1	0.1	3	9	2	-8	.	8	-13
C[C@@H]1CN([C@H](C)CO)C(=O)c2cc(N(C)C)ccc2O[C@@H](C)CCCCO[C@H]1CN(C)S(=O)(=O)c1ccc(F)cc1	0.2	15	4	-4	23	0.2	-15	-8
Cc1noc(C)c1S(=O)(=O)Nc1ccc2c(c1)C(=O)N([C@H](C)CO)C[C@@H](C)[C@@H](CN(C)S(=O)(=O)c1ccc(Cl)cc1)OCCCC[C@H](C)O2	0.1	13	-4	-6	-19	.	2	6
COc1cc(OC)cc(C(=O)NCCCNC(=O)c2cccnc2)c1	0.0	-12	-11	-9	-19	.	-1	-10
CCOC(=O)Cc1cc(=O)n2[nH]c(C(C)(C)C)cc2n1	1.1	-4	-11	3	-13	0.6	-7	.
COc1ccccc1-c1nnc(-c2ccc(F)cc2)o1	0.1	.	-89	-2	-7	2.3	5	3
O=C(CSc1cc(Cl)ccc1Cl)NCCCn1ccnc1	0.3	0	-3	0	3	7.4	3	9
O=C(Cc1ccncc1)Nc1ccc2c(c1)[C@H]1C[C@H](CC(=O)N3CCCCC3)O[C@@H](CO)[C@H]1O2	0.1	1	9	-5	-10	-0.3	-3	8
O=C(c1ccccc1)C1OC1C(=O)c1ccccc1 (stereo unspecified)	0.0	53*	1	-7	4	-2.4	15	3
CCO[C@H]1OC(C(=O)NCc2nc3ccccc3[nH]2)=C[C@@H](c2ccc3c(c2)OCO3)[C@@H]1CCCO	0.0	4	5	.	.	-0.2	-4	-3
CCn1c(=O)c(=O)[nH]c2cc(C(=O)NC3CCCC3)ccc21	0.0	1	6	0	-17	.	-14	-1
CCN(CC)c1ccc(S(=O)(=O)N2CCOCC2)cc1NC(=O)COC(=O)C1=COCCO1	0.2	-1	9	-2	-11	-2.2	8	-4
C[C@H](NC(=O)C[C@H]1CC[C@@H](NC(=O)C2CC2)[C@H](CO)O1)c1ccccc1	-0.7	-1	-5	70	-1	0.1	-9	0
C[C@H]1CN([C@@H](C)CO)C(=O)Cc2cc(NC(=O)c3ccncc3)ccc2O[C@@H]1CN(C)C	-1.3	3	-12	26	-9	-2.5	.	0
Cc1ccc(C(=O)NCC(=O)N(C)Cc2ccc(Cl)cc2Cl)s1	-0.1	0	-10	-1	-16	0.7	-7	1
COc1ccccc1C1C2=C(N=c3s/c(=C/c4cccc(OCC(=O)O)c4)c(=O)n31)c1ccccc1CC2 (stereo unspecified)	-0.3	.	11	-1	-22	-0.2	6	.
Cc1ccccc1S(=O)(=O)NC(=O)C1(C)CCN1C(=O)Cc1ccc(Cl)cc1Cl (stereo unspecified)	0.3	-1	-2	0	-5	-0.2	-13	-15
C[C@@H]1CN([C@@H](C)CO)S(=O)(=O)c2ccc(C#CC3CC3)cc2O[C@H]1CN(C)Cc1cccc(F)c1	-0.6	-3	15	-9	8	.	-6	-7
COCCNC(=S)N/N=C(\C)c1cccc(C(F)(F)F)c1	0.0	1	14	-2	-9	-0.8	-2	6
COc1ccc(CCN(C)C(=O)COc2ccc(N(C)S(=O)(=O)c3ccc(C)cc3)cc2)cc1OC	0.0	-11	0	1	0	3.2	8	4
Cc1cccc(NC(=S)N(CCc2ccncc2)C(C)C)c1C	-0.1	.	10	0	-12	2.4	6	.
CC(C)CC#Cc1cnc2c(c1)C(=O)N([C@H](C)CO)C[C@H](C)[C@H](CN(C)Cc1ccc(F)cc1)O2	-1.2	6	8	9	-5	-0.3	.	4
CCOc1ccccc1-c1nc(CN2CCC(C(=O)N3CCOCC3)CC2)c(C)o1	0.0	3	5	-9	-16	0.2	1	0
CCCNC(=O)N(C)C[C@H]1Oc2ncc(C3=CCCCC3)cc2C(=O)N([C@@H](C)CO)C[C@H]1C	0.1	-6	-4	2	8	-0.2	.	-3
CC(=O)c1ccc(C(=O)N2CCCC(N3CCN(c4ccc(F)cc4)CC3)C2)s1 (stereo unspecified)	0.5	-4	.	0	-10	0.3	-3	9
O=C1CCc2cc(S(=O)(=O)N3CCC(C(=O)NC4CCCCCCC4)CC3)ccc2N1	-0.1	4	1	-4	-19	.	-5	-12
Cc1[nH]c(=O)nc(NN=Cc2ccc(Cl)cc2)c1C(=O)Nc1ccc(Cl)cc1	0.2	.	0	-1	-2	1.0	-20	.
Nc1cc(C(=O)N2CCN(c3cccc(Cl)c3)CC2)ccc1N1CC2CC(C1)c1cccc(=O)n1C2 (stereo unspecified)	0.2	4	1	10	-8	.	-8	4
CC(=O)Nc1ccc(NC(=O)C(C)OC(=O)C2CCN(S(=O)(=O)c3cccs3)CC2)cc1 (stereo unspecified)	0.0	4	-4	-1	2	.	3	.
COc1ccccc1NC(=O)NCCCN1CCN(c2cccc(Cl)c2)CC1	0.2	-7	0	8	39	1.3	8	10
CCOC(=O)CCC(=O)Nc1ccc(S(=O)(=O)N2CCCC2)cc1	.	0	6	0	-12	.	.	-7
COc1cc(/C=C2\C(=O)N(c3ccc(NC(C)=O)cc3)N=C2c2ccccc2)ccc1O	0.0	-8	7	-4	-8	.	8	7
C[C@@H]1CN([C@H](C)CO)C(=O)Cc2cc(NS(C)(=O)=O)ccc2O[C@H]1CN(C)S(=O)(=O)c1ccc(F)cc1	0.0	-7	-1	2	6	-20	.	3
CCc1ccc(NC(=O)CCc2c(C)nn(-c3ccc(N4CCCCC4)nn3)c2C)cc1	0.0	62*	-121	6	-1	.	3	1
CCNC(=O)C1(C)CCCN(C(=O)c2ccc3sccc3c2)C1 (stereo unspecified)	0.0	-4	-6	-18	-9	0.0	-3	1
CC1(c2nnnn2Cc2ccccc2)CCC(=O)N1CC(F)(F)F (stereo unspecified)	0.0	.	-7	3	-11	-0.1	-13	.
CN(C(=O)CSc1nnnn1-c1ccc(O)cc1)C1CCS(=O)(=O)C1 (stereo unspecified)	0.0	-7	5	19	-8	.	-1	-1
Cc1ccc(O)c(NC(=O)CSc2ccc(Cl)cc2)c1	-0.1	7	8	1	-1	.	1	-3

Compound profiles, as listed above. Screens in order: XiGFP reactiv, esBAF inh, EWS-Fli inh, S100A4 inh HTS, RAD52 anneal inh, E-sel inducer, FN deposition inh, RAD54 branch
CCCNC(=O)N(C)C[C@H]1Oc2ncc(C3=CCCCC3)cc2C(=O)N([C@@H](C)CO)C[C@H]1C in the list: 0.1, -6, -4, 2, 8, -0.2, ., -3
COc1cc(/C=C2\C(=O)N(c3ccc(NC(C)=O)cc3)N=C2c2ccccc2)ccc1O in the list: 0.0, -8, 7, -4, -8, ., 8, 7

Limited to S100A4 inh HTS, for five of the compounds above:
Structure	S100A4 inh HTS
CCOc1ccccc1N1Cc2cc(C)c(C)cc2C1	-5
CSc1ccc(/C=C(/NC(=O)c2ccco2)C(=O)N2CCCCC2)cc1	-28
CCOC(=O)C1CCN(C(c2cccc(OC)c2)c2sc3nc(C)nn3c2O)CC1 (stereo unspecified)	0
CC(C)[C@@H](C)NC(=O)N(C)C[C@@H]1OCc2ccccc2-c2c(n(C)c3ccccc23)C(=O)N([C@H](C)CO)C[C@@H]1C	-4
CCC(=O)Nc1ccc2c(c1)C(=O)N(C)C[C@@H](OC)[C@H](C)CN(Cc1ccccc1OC)[C@@H](C)CO2	-3
